Assay outcomes as filed in PubChem BioAssay.
FUS suppressor: rescues growth of FUS-expressing yeast | S. cerevisiae FUS-expressing, growth rescue, OD600, 24 h | 390,000 compounds, 0.24% hits | Potency, µM (titrated, usually from 76.6 µM), without a hit: top-dose growth rescue (activation), most hits filed as activators;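 note: potency is the fitted concentration of half-maximal effect; plate controls were DMSO vehicle for no effect and reference control for full effect; nearly all actives have a fitted effect of over 55% in size; some results filed as inactive show a strong effect at the top dose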
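FUS-expressing yeast, raffinose-pregrown, induced in 2% galactose minimal medium at OD 0.005; compounds in a dilution series, 24hr at 30C. Growth restoration read as absorbance at 600 nm. CP55940 positive control, DMSO negative.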
PLK1 PBD block: inhibitors of human PLK1 polo-box domain binding; Plk1 PBD binding of FITC phosphopeptide, fluorescence polarization; Potency, µM, inactives show max response, negative = inhibition, hits mostly inhibitors; 360,000 compounds, 2.8% hits; note: potency is the fitted concentration of half-maximal effect; series mostly up to about 57 µM; % is set by controls: 0 for no effect and ±100 for the full control effect; nearly all actives have a fitted effect of over 65% in size
Abeta rescue: restores growth of yeast expressing A-beta42 peptide; yeast expressing A-beta42, growth rescue, OD600, 48 h; response scale: 0% DMSO, 100% iron-clioquinol control; 410,000 compounds, 0.063% hits; Potency, µM (highest dose often 46.1 µM), for the others: top-dose growth rescue, most hits filed as activators; note: potency is the fitted concentration of half-maximal effect; nearly all actives have a fitted effect of over 55% in size
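Yeast growth medium received pinned compounds, then yeast cells expressing toxic A-beta were added; plates incubated at 30 C for 48 hr. Growth read as absorbance at 600 nm, normalized to DMSO and equimolar FeCl3 plus clioquinol controls.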
EPAC1 antagonist: EPAC1 (human) antagonism; EPAC1 GEF assay, Rap1b-BODIPY-GDP exchange fluorescence; Potency, µM (doses to about 115 µM), for the others: at the highest dose activity change, negative = inhibition, hits mostly inhibitors; 360,000 compounds, 0.14% hits;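 note: potency is the fitted concentration of half-maximal effect; plate controls were vehicle for no effect and positive control for full effect; nearly all actives have a fitted effect of over 50% in size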
IL2 activator: activates IL-2 in a cell-based reporter assay | IL-2 activation reporter assay, cell-based qHTS; stimulated with anti-CD3/CD4/CD28 beads; in transgenic mouse T cells | activation, % (series mostly up to about 46 µM) | 360,000 compounds, 0.065% hits | AID 652025; in the data active = activation above about 50%; inconclusive = mostly about 30% to 49%; note: 0% is about no effect
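EGFP and DsRed fluorescence is measured by plate cytometry in unstimulated transgenic mouse T cells exposed to compound for 60 minutes, then stimulated 18 hours at 37 degrees C with anti-CD3/anti-CD4 beads plus anti-CD28.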
PI5P4Ka inh: inhibitors of human PI5P4K alpha; P48426; PI5P4Kalpha enzyme, ADP-Glo luminescence, 60 min; hits give low values; max response, %; 330,000 compounds, 1.2% hits; AID 652105; active = max response of -50% or lower; inconclusive = between -30% and -50%; inactive = -30% or higher; note: value at the top dose of about 77 µM; % is set by controls: 0 for no effect and ±100 for the full control effect
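ADP-Glo luminescence end-point after a 60 min room-temperature kinase reaction. PI5P4Kalpha and substrate in HEPES pH 7.4 buffer with EGTA, 0.1% CHAPS and 5% DMSO; ATP at 5 microM final.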
EPAC1 ag: activates human EPAC1 exchange factor | O95398 | EPAC1 agonist qHTS, biochemical assay; response scale: 100% = response to 6.5 mM cAMP | Potency, µM (titrated, usually from 154 µM), inactives show top-dose activation, usual class: activators | 360,000 compounds, 0.073% hits | AID 720707; note: potency is the fitted concentration of half-maximal effect; nearly all actives have a fitted effect of over 60% in size
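Multi-concentration qHTS readout: loss of Rap1B-bound BODIPY-GDP fluorescence driven by 100 nM EPAC1 with excess GDP (50 uM), monitored kinetically at room temperature; agonist response expressed relative to 6.5 mM cAMP.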
WRN inhibitor: WRN helicase (human) inhibition; Q14191; WRN helicase unwinding, fluorescent forked duplex, kinetic; Potency, µM (doses to about 114 µM), without a hit: top-dose activity change, negative = inhibition, hits mostly inhibitors; 360,000 compounds, 0.46% hits; AID 651768; note: potency is the fitted concentration of half-maximal effect; % is set by controls: 0 for no effect and ±100 for the full control effect; nearly all actives have a fitted effect of over 55% in size
Target sequence (Q14191 whole entry, looked up): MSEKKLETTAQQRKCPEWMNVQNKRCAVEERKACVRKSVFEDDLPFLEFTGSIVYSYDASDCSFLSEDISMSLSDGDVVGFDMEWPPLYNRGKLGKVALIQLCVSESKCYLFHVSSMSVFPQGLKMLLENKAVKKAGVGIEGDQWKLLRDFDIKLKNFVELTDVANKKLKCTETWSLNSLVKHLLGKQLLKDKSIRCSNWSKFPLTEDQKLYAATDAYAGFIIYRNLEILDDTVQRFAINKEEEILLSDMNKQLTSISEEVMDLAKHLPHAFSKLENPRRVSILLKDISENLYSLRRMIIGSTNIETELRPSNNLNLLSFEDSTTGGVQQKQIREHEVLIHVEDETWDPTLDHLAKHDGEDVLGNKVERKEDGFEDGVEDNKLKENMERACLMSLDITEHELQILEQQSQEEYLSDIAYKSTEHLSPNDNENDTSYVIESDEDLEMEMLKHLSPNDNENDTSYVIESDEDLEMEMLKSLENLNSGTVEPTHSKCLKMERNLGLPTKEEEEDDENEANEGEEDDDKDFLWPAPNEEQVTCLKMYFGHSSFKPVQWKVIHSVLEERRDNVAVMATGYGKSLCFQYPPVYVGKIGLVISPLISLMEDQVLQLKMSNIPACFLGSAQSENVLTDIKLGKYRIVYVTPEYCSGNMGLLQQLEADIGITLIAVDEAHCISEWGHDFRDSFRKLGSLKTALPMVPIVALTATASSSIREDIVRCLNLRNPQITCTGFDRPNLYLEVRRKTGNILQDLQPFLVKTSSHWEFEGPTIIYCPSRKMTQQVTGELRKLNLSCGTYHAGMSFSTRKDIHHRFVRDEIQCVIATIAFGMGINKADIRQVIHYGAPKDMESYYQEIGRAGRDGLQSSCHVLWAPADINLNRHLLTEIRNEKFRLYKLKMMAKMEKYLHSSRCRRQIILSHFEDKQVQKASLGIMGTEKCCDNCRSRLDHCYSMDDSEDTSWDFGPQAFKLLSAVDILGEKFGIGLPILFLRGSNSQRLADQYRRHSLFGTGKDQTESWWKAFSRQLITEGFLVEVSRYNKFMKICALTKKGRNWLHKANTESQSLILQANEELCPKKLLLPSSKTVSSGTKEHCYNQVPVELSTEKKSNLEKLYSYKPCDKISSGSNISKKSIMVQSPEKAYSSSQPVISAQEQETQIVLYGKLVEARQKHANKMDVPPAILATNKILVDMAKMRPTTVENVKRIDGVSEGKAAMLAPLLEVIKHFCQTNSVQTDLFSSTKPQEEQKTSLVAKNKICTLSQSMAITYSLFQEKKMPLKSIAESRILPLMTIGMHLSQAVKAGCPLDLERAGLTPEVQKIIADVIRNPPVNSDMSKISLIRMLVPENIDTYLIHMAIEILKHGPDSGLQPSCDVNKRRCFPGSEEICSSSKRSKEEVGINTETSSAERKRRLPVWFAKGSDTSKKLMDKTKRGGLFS
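Enzyme (20 nM final) and test compound sit together 15 min at room temperature before substrate addition. Substrate is a single-forked duplex oligonucleotide (100 nM) labelled with fluorophore and quencher, with 2 mM ATP; helicase unwinding raises red fluorescence, read kinetically.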
An asterisk follows results filed as active; ? = inconclusive; . = not tested or not shown; & = joins results of further samples; [ ] = dose if it differs, or a comment. Unless noted, calls come from the whole dose curve; as a rule, active = well fitted curve in the direction sought with a large enough effect; inconclusive = small, poorly fitted or top-dose-only effect, or another doubt; inactive = no such curve, though single readings can be large; an effect the other way counts as inactive or inconclusive.

structure,Abeta rescue,WRN inhibitor,FUS suppressor,EPAC1 ag,PI5P4Ka inh,EPAC1 antagonist,PLK1 PBD block,IL2 activator
COCc1c(C(=O)N/N=C\c2cccnc2)nnn1-c1nonc1N,8%,9%,9%,-7%,-4,12%,1%,1.8
N#Cc1ccsc1NC(=O)CSc1nnc(-c2ccccc2)o1,-11%,-19%,4%,2%,-19,7%,-2%,2.0
COC(=O)C1=C(COc2ccccc2)NC(=O)NC1c1ccc2ccccc2c1 (stereo not given),-8%,1%[11.6 µM],5%,-7%,-1,-6%,3%,-3.7
COc1ccc(S(=O)(=O)N2CCCCCC2)cc1C(=O)N(C)Cc1ccc(C(C)(C)C)cc1,10%,-21%,?,-7%,-21,-22%,?,-1.7
C#CC[N+]1(CC#Cc2ccccc2)CCOCC1,-3%,0%,9%,-5%,-2,6%,-3%,-2.1
CN1CCN(C(=O)c2cc(C(C)(C)C)cc(C(C)(C)C)c2)CC1,12%,4%,16%,-6%,2,-10%,-9%,-2.4
Oc1ccccc1N=N/C(=N/Nc1ccccc1O)c1ccccc1,2%,-11%,-19%,-2%,?,-17%,-15%,-0.1
NS(=O)(=O)c1ccc(NNC(=O)c2ccccc2)cc1,8%,-8%,3%,0%,8,-5%,3%,0.3
O=C(NC1CCC(O)CC1)c1ccc(-c2ccc([N+](=O)[O-])cc2)o1 (stereo not given),0%,-1%,2%,-1%,-23,3%,?,0.4
CCn1ncc(C2=NOC(C(=O)Nc3cc(OC)c(Cl)cc3OC)C2)c1C (stereo not given),-10%,-4%,-2%,7%,.,2%,-6%,-2.5
Cc1c(N2C(=O)CS/C2=N\N=C\c2ccccc2O)c(=O)n(-c2ccccc2)n1C,15%,-9%,6%,10%,.,-4%,-8%,-1.3
CC(C)(C)c1nnc(NS(C)(=O)=O)s1,-8%,0%,-4%,11%,.,3%,-21%,-1.2
CC(=O)OCCNc1cc(Sc2nc3ccccc3[nH]2)c2nonc2c1[N+](=O)[O-],-41%[inhibitor],?,.,6%,3,-4%,2.7µM*,-2.2
COc1ccc(CNC(=O)COC(=O)CCn2c(C)csc2=O)cc1OC,-8%,3%,8%,1%,3,2%,-23%,-1.0
Cc1ccc(NC(=O)c2ccc(NCCCN3CCC(C)CC3)c([N+](=O)[O-])c2)c(C)c1,-2%,-2%,-19%,-8%,-3,18%,-3%,0.4
Cc1nnc(NC(=O)c2nc(S(=O)(=O)Cc3ccccc3)ncc2Cl)s1,4%&-25%,-1%,16%&9%,-13%,-16,?,-22%,-4.8
O=C(NCc1cccnc1)c1cccc2c1C(=O)N(C1CCCCC1)C2,7%,-3%[57.1 µM],24%,0%,-24,0%,-14%,-0.9
CCOC(=O)c1oc2ccccc2c1NC(=O)COc1cccc(OC)c1,-4%,9%,1%,-4%,.,14%,-3%,-2.7
CCC(CC)Nc1ccc(C(CC(N)=O)NC(=O)Cc2cccc3ccccc23)cc1[N+](=O)[O-] (stereo not given),6%,3%,18%,-3%,5,-30%,-1%,4.1
O=C(COC(=O)c1ccc(S(=O)(=O)N2CCOCC2)cc1)NCc1ccco1,1%,-11%,-9%,7%,8,-24%,-6%,-1.6
CC1(C)CC(=O)C=C(NCCN2CCNCC2)C1,-2%,14%,21%,0%,-6,-12%,-4%,-1.1
COc1ccc(NC(C)=O)cc1NC(=O)CN1CCN(CC(=O)Nc2ccccc2Cl)CC1,4%,9%,0%,16%,-8,4%,-12%,1.8
O=C(O)Cn1c(CCS(=O)(=O)c2ccc(Br)cc2)nc2ccccc21,10%,?,31%,13%,-6,-6%,?,-0.3
CCCCC1(Cc2ccc([N+](=O)[O-])cc2)C(=O)N(c2ccccc2)N(c2ccccc2)C1=O,5%,-13%,19%,13%,0,4%,1%,-3.7
CC(=O)Cc1nsc(NC(=O)c2ccc(Br)o2)n1,8%,-6%[57.1 µM],-2%,-1%,.,2%,-3%,2.2
CCOc1ccc(Br)cc1S(=O)(=O)Nc1cccc(S(=O)(=O)N(C)C)c1,-5%,-3%,?,4%,2,?,-5%,-3.1
COCCn1c(SCC(=O)/C=C2\N(C)c3ccccc3C2(C)C)nnc1-c1ccncc1,-6%,-3%,9%,2%,4,?,-9%,-0.8
Cc1ccc(C(=O)N2CCSCC2)cc1,-5%,3%,1%,-1%,.,5%,-7%,-2.2
Cc1ccc([C@H]2C(C(=O)O)=CC[C@@H](c3cccc(Cl)c3)N2S(=O)(=O)c2ccc(C)cc2)cc1,-2%,-11%,1%,-16%,-6,-7%,?,-0.4
CC(C)NS(=O)(=O)c1ccc(NC(=O)c2cccnc2)cc1,-9%,0%,-16%,-12%,-9,2%,-12%,-4.0

Following part:
structure,Abeta rescue,WRN inhibitor,FUS suppressor,EPAC1 ag,PI5P4Ka inh,EPAC1 antagonist,PLK1 PBD block,IL2 activator
COc1ccc(OC)c(S(=O)(=O)Nc2ccc3c(c2)N(C(C)=O)CCC3)c1,-2%,-3%,27%,-2%,0,15%,-3%,-1.0
Cc1ccc(N(CCC#N)C(=O)COC(=O)C2=COCCO2)cc1,6%,-6%,4%,2%,-4,-17%,-3%,-0.5
COC(C[C@H](O)CC(=O)COCc1ccccc1)OC,-13%,1%,-15%,5%,1,-7%,-15%,-0.2
CN(Cc1ccc(-n2cccn2)cc1)Cc1cn(C)nc1-c1ccccc1F,6%,-10%,21%,3%,-1,3%,1%,-2.2
Cc1nc(-c2ccccc2)sc1C(N)=O,-6%,9%,1%,-6%,-11,11%,-1%,-0.9
CCOc1cc(CNCC2CCCO2)cc(Br)c1OCC(N)=O (stereo not given),3%,13%,20%,1%,.,12%,-5%,1.5
C/C(CCc1ccc2c(c1)OCO2)=N\N=C(/N)SC1CC(=O)N(c2ccc(Cl)cc2)C1=O (stereo not given),8%,-11%,25%,?,.,-3%,-11%,-2.5
Cc1cccc(-c2cnc(C(O)c3ccc(-c4ccccc4)cc3)[nH]2)c1 (stereo not given),?,-5%,24%,2%,0,-12%,-3%,2.1
Cc1ccc(S(=O)(=O)N2CCN(C(=O)CCCOc3cccc(C)c3)CC2)cc1,8%,9%,-11%,-3%,-5,-2%,-3%,1.6
CC(=O)c1ccc(NC(=O)CN2CCN(c3ncccn3)CC2)cc1,3%,-3%,28%,0%,5,-5%,1%,-1.4
Cc1ccc2nc(Nc3nc(CSc4nnnn4-c4ccccc4)cc(=O)[nH]3)nc(C)c2c1,8%,-1%,8%,0%,2,4%,1%,-1.9
Cc1ccc(C(=O)C(OC(=O)CN2C(=O)c3ccccc3C2=O)c2ccccc2)cc1C (stereo not given),19%,-1%,15%,-2%,.,16%,1%,-3.7
CN(C)C(CNC(=O)c1ccc(S(=O)(=O)NCc2ccco2)cc1)c1ccccc1 (stereo not given),6%,-18%[57.1 µM],22%,9%,-8,20%,-3%,-0.2
O=C(NCc1ccccc1Cl)C(=O)NCC1CCCN1S(=O)(=O)c1cccs1 (stereo not given),-1%,0%,25%,10%,-11,4%,-6%,0.1
CC(C)(C)OC(=O)C[C@H]1C/C=C\C[C@@H](CC(=O)N[C@@H](CO)Cc2ccccc2)C(=O)NC[C@@H](c2ccccc2)OC1=O,6%,6%,?,-27%,1,5%,-1%,0.0
COc1ccccc1CCc1nnc(CCC(=O)NC(C)Cc2cccs2)o1 (stereo not given),21%,-4%,10%,-2%,4,-15%,-15%,-1.3
Cc1c(CCC(=O)NCCCn2ccnc2)c(=O)oc2c(C)c3oc4c(c3cc12)CCCC4,-43%[inhibitor],1%,?,-19%,1,-9%,-13%,-0.3
CCN(CC)S(=O)(=O)c1cccc(NC(=O)COC(=O)c2[nH]c(C)c(C(C)=O)c2C)c1,7%,-4%,-22%,17%,-3,-2%,-6%,-3.3
Cc1ccccc1C(=O)N1c2ccccc2OCC1C(C)(C)C (stereo not given),-7%,0%,9%,-10%,2,-7%,-7%,-3.2
CCn1cc2nc(SCC(=O)Nc3ccc(OC)cc3OC)n(Cc3ccc(OC)cc3)c(=O)c2n1,?,-9%,18%,1%,-7,-16%,-5%,-0.4
NC(=O)c1cc([N+](=O)[O-])ccc1NCCc1ccccc1,6%,-11%,-23%,1%,?,-2%,-4%,1.9
CCOC(=O)c1cc(-c2ccc(/C=C3/C(=O)N(c4ccc(C(=O)O)cc4)N=C3C)o2)ccc1Cl,-4%,-23%[11.6 µM],18%,7%,-25,35µM*,0.84µM*,-7.9
COc1ccc(CCNC(=O)COC(=O)Cc2ccccc2F)cc1,-6%,8%,0%,-7%,1,-1%,-2%,-0.2
CCOc1ccc2oc(C(=O)NNC(=O)c3ccccc3O)c(C)c2c1,-9%,1%[11.6 µM],7%,2%,-13,-1%,3%,-3.1
NS(=O)(=O)c1ccc(NC(=O)COc2ccc(S(=O)(=O)N3CCCC3)cc2)cc1,-2%,10%,13%,12%,4,9%,-10%,-0.1
CC(C)N(C(=O)Cn1c(SCC(=O)NCc2ccc3c(c2)OCO3)nc2ccccc21)C(C)C,-26%,13%,-8%,-10%,4,-6%,-11%,-0.3
O=C1Nc2ccc(C(=O)O)c(O)c2C1=O,1%,-8%,3%,-9%,?,-7%,-5%,2.2
COc1ccc(C(=O)COC(=O)CCN=C2NS(=O)(=O)c3ccccc32)cc1OC,16%,0%,5%,1%,-1,-1%,1%,1.0
COC(=O)CSc1nc2ccccc2nc1SCC(=O)OC,20%,-2%[57.1 µM],-9%,15%,.,2%,-9%,-0.2
CC1(C(=O)NS(=O)(=O)c2ccc(C#N)cc2)CCN1C(=O)Cc1cccc2ccccc12 (stereo not given),-3%,4%,-4%,-6%,3,-2%,3%,0.6
CCOc1ccccc1N(CC(=O)NCc1ccco1)C(=O)CCC(=O)Nc1nccs1,-3%,-15%,5%,-8%,2,-5%,-2%,-3.8

Gathered by group: those above with fluorine
structure,Abeta rescue,WRN inhibitor,FUS suppressor,EPAC1 ag,PI5P4Ka inh,EPAC1 antagonist,PLK1 PBD block,IL2 activator
CN(Cc1ccc(-n2cccn2)cc1)Cc1cn(C)nc1-c1ccccc1F,6%,-10%,21%,3%,-1,3%,1%,-2.2
COc1ccc(CCNC(=O)COC(=O)Cc2ccccc2F)cc1,-6%,8%,0%,-7%,1,-1%,-2%,-0.2
